Yfh1-off respiration: enhancers of respiration in Yfh1-depleted yeast, dose response, Friedreich's ataxia, plus single-dose screen (AID 1465). S. cerevisiae Yfh1-off respiration, WST-1 reduction, 72 h; higher fold induction means a stronger effect. one-dose fold induction at 50 µM; EC50 in µM for titrated hits. 0.074% of 220,000 active;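 active means fold induction of absorbance versus untreated yeast above a set limit, then at least 30% activation at any dose in follow-up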;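 further: activators that raise dye reduction in frataxin-depleted yeast; strong numbers were not always called active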
human PMI inhibition: inhibitors of human PMI, primary screen, biochemical, fluorescence intensity, coupled assay (AID 1209). 0.42% of 190,000 active. inhibition, % at 20 µM; hits with a dose series show IC50 in µM. purified PMI enzyme, coupled fluorescence intensity; higher % means a stronger effect. Mannose-6-phosphate isomerase (Homo sapiens);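 further: plate controls were DMSO vehicle for no effect and wells lacking substrate for full effect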
LYP phosphatase: inhibitors of LYP phosphatase, biochemical, fluorescence intensity, uHTS (AID 1779); Tyrosine-protein phosphatase non-receptor type 22 (Homo sapiens); recombinant LYP phosphatase, fluorescence intensity; higher % means a stronger effect; one-dose inhibition, % at 11.5 µM; IC50 in µM for titrated hits; 0.054% of 290,000 active;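 further: plate controls were vehicle with enzyme for no effect and no enzyme for full effect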
P. falciparum M17LAP: P. falciparum M17LAP inhibitors, primary screen, biochemical, fluorogenic H-Leu-NHMec substrate, 1536-well (AID 1619); Leucine aminopeptidase (Plasmodium falciparum (isolate 3D7)); recombinant M17LAP, H-Leu-NHMec fluorogenic kinetic assay; higher % means a stronger effect; inhibition, % at 30 µM, or IC50 in µM where a hit was titrated; 0.38% of 220,000 active;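 active means compound inhibiting the enzyme by more than half at any dose during confirmatory dose-response retesting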;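 further: plate controls were full reaction with DMSO carrier for no effect and no enzyme background for full effect; strong numbers were not always called active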
TNAP activation fold: human TNAP enzyme activators, primary screen, biochemical, luminescent, no phosphate acceptor, uHTS (AID 1001). 0.03% of 200,000 active. one-dose activation fold at 20 µM; EC50 in µM for titrated hits. purified TNAP, luminescent activation assay, no phosphate acceptor; higher activation fold means a stronger effect. Alkaline phosphatase, tissue-nonspecific isozyme (Homo sapiens); in the data active means activation fold from about 3, or a potency from the dose series; inactive means the rest, 99 in 100 with activation fold below about 1.6; further: many of its hits are not listed in these tables
WT yeast gro inh: growth inhibition of WT strain, primary screen, mitochondrial fusion inhibitor project, WT and mutant strains, chemical genetic; mitochondrial fusion phenotypic screen; inhibition, % at 10 µM; 2.1% of 190,000 active; in the data active means inhibition above about 58%; tested in S. cerevisiae
PMI inhibition: human PMI inhibitors, high substrate, primary screen, biochemical, fluorescence intensity, high mannose 6-phosphate (AID 1220); Mannose-6-phosphate isomerase (Homo sapiens); recombinant PMI enzyme, coupled fluorescence intensity; higher % means a stronger effect; inhibition, % at 20 µM, or IC50 in µM where a hit was titrated; 0.66% of 190,000 active
XIAP displacement: XIAP antagonists, biochemical, IAP family, fluorescence polarization (AID 1018); XIAP BIR domain, fluorescence polarization peptide displacement; higher % means a stronger effect; displacement, % at 20 µM; hits with a dose series show IC50 in µM; 0.007% of 200,000 active; in the data active means displacement above about 50%; further: a part of the inactive calls stands beside numbers as strong as those of hits
M1AAP inhibition: P. falciparum M1AAP inhibitors, biochemical, fluorogenic H-Leu-NHMec substrate, 1536-well (AID 1445). recombinant M1AAP, H-Leu-NHMec fluorogenic kinetic assay; higher % means a stronger effect. inhibition, % at 30 µM; hits with a dose series show IC50 in µM. 0.42% of 220,000 active;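 active means primary inhibition above the hit cutoff, then over 50% inhibition at one or more dose response concentrations, cut at about 23% in these data, passing the limit was not always enough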;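 further: plate controls were DMSO full reaction for no effect and no enzyme background for full effect; strong numbers were not always called active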
WT yeast gro inh mutant strain: recorded beside WT yeast gro inh, whose call it bears; inhibition, %; mitochondrial fusion phenotypic screen, mutant strain inhibition
Starred values were filed as active, the others as inactive. Unless noted, no stated cut-off is given here; in the data, active means inhibition above about 50%; inactive means the rest.

Screening O=C(NNS(=O)(=O)c1ccccc1)C1CCN(S(=O)(=O)c2ccccc2)CC1 returned Yfh1-off respiration inactive, human PMI inhibition -16%, LYP phosphatase -11%, P. falciparum M17LAP -13%, TNAP activation fold 1.1, WT yeast gro inh 43, PMI inhibition -22%, XIAP displacement -0.5%, M1AAP inhibition 3% and WT yeast gro inh mutant strain -12.
For O=C(O)C1C(c2ccccc2)C(C(=O)Oc2ccc(O)cc2)C1c1ccccc1 (stereo not given) the results were Yfh1-off respiration inactive, human PMI inhibition 7%, LYP phosphatase 3%, P. falciparum M17LAP 22%, TNAP activation fold 1.1, WT yeast gro inh 7, PMI inhibition 0%, XIAP displacement -2.4%, M1AAP inhibition 7% and WT yeast gro inh mutant strain 8.
Screening CC(C)CCCC(C)NS(=O)(=O)Cc1ccccc1 (stereo not given) returned Yfh1-off respiration inactive, human PMI inhibition 14%, LYP phosphatase -3%, P. falciparum M17LAP -2%, TNAP activation fold 1.1, WT yeast gro inh 9, PMI inhibition 11%, XIAP displacement -4.4%, M1AAP inhibition 2% and WT yeast gro inh mutant strain 11.
Cc1cccc(-c2cc(C(=O)N3CCCc4ccccc43)c3ccccc3n2)c1 was read as Yfh1-off respiration inactive, human PMI inhibition 16%, LYP phosphatase 0%, P. falciparum M17LAP 8%, TNAP activation fold 1, WT yeast gro inh 39, PMI inhibition 7%, XIAP displacement -6.5%, M1AAP inhibition 3% and WT yeast gro inh mutant strain 17.
Cc1cc(C)cc(NC(=O)N2CCC(c3nc4ccccc4o3)CC2)c1 was read as Yfh1-off respiration inactive, human PMI inhibition 16%, LYP phosphatase 2%, P. falciparum M17LAP 3%, TNAP activation fold 1, WT yeast gro inh 5, PMI inhibition 9%, XIAP displacement -12%, M1AAP inhibition -1% and WT yeast gro inh mutant strain 6.
For CCN(c1cccc(C)c1)S(=O)(=O)c1ccc(OC)c([N+](=O)[O-])c1 the results were Yfh1-off respiration inactive, human PMI inhibition 2%, LYP phosphatase 0%, P. falciparum M17LAP -2%, TNAP activation fold 1, WT yeast gro inh -5, PMI inhibition 12%, XIAP displacement -13%, M1AAP inhibition 5% and WT yeast gro inh mutant strain 5.
`CC1CN(c2nc3ccccn3c(=O)c2/C=C(\C#N)S(=O)(=O)c2ccccc2)CC(C)O1` (stereo not given) gave human PMI inhibition 18%, LYP phosphatase -2%, P. falciparum M17LAP 4%, TNAP activation fold 1, WT yeast gro inh 25, PMI inhibition 4%, XIAP displacement -7.4%, M1AAP inhibition 0% and WT yeast gro inh mutant strain 11.
`O=S(=O)(c1ccc(Cl)cc1)N1CCN(C2CCN(Cc3ccccc3)CC2)CC1` gave Yfh1-off respiration inactive, human PMI inhibition 2%, LYP phosphatase -8%, P. falciparum M17LAP 0%, TNAP activation fold 1.1, WT yeast gro inh -1, PMI inhibition 2%, XIAP displacement -4.1%, M1AAP inhibition 1% and WT yeast gro inh mutant strain 31.
For CC1=C(c2ccc(F)cc2)[N+](=O)C(C)(C)N1[O-] the results were Yfh1-off respiration inactive, LYP phosphatase -4%, P. falciparum M17LAP 6%, TNAP activation fold 1, WT yeast gro inh 1, XIAP displacement -12%, M1AAP inhibition 2% and WT yeast gro inh mutant strain 11.
For CCCn1c(/N=C/c2ccc3c(c2)OCO3)nc2ccccc21 the results were Yfh1-off respiration inactive, human PMI inhibition -1%, LYP phosphatase -4%, P. falciparum M17LAP 8%, TNAP activation fold 1.1, WT yeast gro inh 3, PMI inhibition -1%, XIAP displacement 0.4%, M1AAP inhibition -2% and WT yeast gro inh mutant strain 8.

Next part; it opens with the two that closed the last part.
For CC1=C(c2ccc(F)cc2)[N+](=O)C(C)(C)N1[O-] the results were Yfh1-off respiration inactive, LYP phosphatase -4%, P. falciparum M17LAP 6%, TNAP activation fold 1, WT yeast gro inh 1, XIAP displacement -12%, M1AAP inhibition 2% and WT yeast gro inh mutant strain 11.
For CCCn1c(/N=C/c2ccc3c(c2)OCO3)nc2ccccc21 the results were Yfh1-off respiration inactive, human PMI inhibition -1%, LYP phosphatase -4%, P. falciparum M17LAP 8%, TNAP activation fold 1.1, WT yeast gro inh 3, PMI inhibition -1%, XIAP displacement 0.4%, M1AAP inhibition -2% and WT yeast gro inh mutant strain 8.
For CCCCNC(=S)Nc1ccc(OC)nc1 the results were Yfh1-off respiration inactive, human PMI inhibition -6%, LYP phosphatase -9%, P. falciparum M17LAP 9%, TNAP activation fold 1.1, WT yeast gro inh 1, PMI inhibition 12%, XIAP displacement -8.7%, M1AAP inhibition 5% and WT yeast gro inh mutant strain 15.
For N#C/C(=C(/O)c1cccc(F)c1)c1nc2ccccc2s1 the results were Yfh1-off respiration inactive, LYP phosphatase 6%, P. falciparum M17LAP -1% and M1AAP inhibition 6%.
COc1ccc(-c2nnc(NC(=O)C3CCCO3)s2)cc1 (stereo not given) was read as Yfh1-off respiration inactive, human PMI inhibition 3%, LYP phosphatase 2%, P. falciparum M17LAP 14%, TNAP activation fold 1.1, WT yeast gro inh -12, PMI inhibition -10%, XIAP displacement 0.3%, M1AAP inhibition 5% and WT yeast gro inh mutant strain 2.
`Cc1cc(CNC(=O)COc2cc(F)ccc2[N+](=O)[O-])c2ccccc2n1` gave Yfh1-off respiration inactive, human PMI inhibition -18%, LYP phosphatase -6%, P. falciparum M17LAP 11%, TNAP activation fold 1, WT yeast gro inh 0, PMI inhibition -13%, XIAP displacement -4.4%, M1AAP inhibition 3% and WT yeast gro inh mutant strain -5.
CC(=O)C1=C(O)C(=O)N(Cc2ccco2)C1c1ccccc1 (stereo not given) was read as Yfh1-off respiration inactive, human PMI inhibition -10%, LYP phosphatase -4%, P. falciparum M17LAP 6%, TNAP activation fold 1.1, WT yeast gro inh -7, PMI inhibition -16%, XIAP displacement -3.2%, M1AAP inhibition 10% and WT yeast gro inh mutant strain -4.
Screening CCOC(=O)COc1nc(N(C)C)nc(N(C)C)n1 returned Yfh1-off respiration inactive, human PMI inhibition 5%, LYP phosphatase -3%, P. falciparum M17LAP -8%, TNAP activation fold 1, WT yeast gro inh 5, PMI inhibition 7%, XIAP displacement -1.7%, M1AAP inhibition 6% and WT yeast gro inh mutant strain 9.
CC(CNC(=O)COc1ccccc1)OC(=O)Nc1ccc(Cl)c(Cl)c1 (stereo not given) was read as Yfh1-off respiration inactive, human PMI inhibition 21%, LYP phosphatase -6%, P. falciparum M17LAP -7%, TNAP activation fold 1, WT yeast gro inh 82*, PMI inhibition 14%, XIAP displacement -12%, M1AAP inhibition 3% and WT yeast gro inh mutant strain 79*.
`CCOC(=O)C(NC(=O)c1ccccc1)(Nc1nnc(C)s1)C(F)(F)F` (stereo not given) gave Yfh1-off respiration inactive, human PMI inhibition -6%, LYP phosphatase 0%, P. falciparum M17LAP 1%, TNAP activation fold 1.1, WT yeast gro inh 6, PMI inhibition -1%, XIAP displacement 5.0%, M1AAP inhibition -1% and WT yeast gro inh mutant strain -1.
For CCSc1nnc(NC(=O)CC(C)C)s1 the results were Yfh1-off respiration inactive, human PMI inhibition 4%, LYP phosphatase -3%, P. falciparum M17LAP 1%, TNAP activation fold 1, WT yeast gro inh 5, PMI inhibition 3%, XIAP displacement -1.4%, M1AAP inhibition 2% and WT yeast gro inh mutant strain 12.
For Cn1c(N)c(C(=O)COC(=O)COc2ccccc2C#N)c(=O)n(C)c1=O the results were Yfh1-off respiration inactive, human PMI inhibition -7%, LYP phosphatase -3%, P. falciparum M17LAP -3%, TNAP activation fold 1.1, WT yeast gro inh -7, PMI inhibition -4%, XIAP displacement -7.1%, M1AAP inhibition -2% and WT yeast gro inh mutant strain 6.
For CN(C)S(=O)(=O)c1ccc(C(=O)N2CCCC2c2nc3ccccc3s2)cc1 (stereo not given) the results were Yfh1-off respiration inactive, human PMI inhibition -7%, LYP phosphatase -2%, P. falciparum M17LAP -5%, TNAP activation fold 1.1, WT yeast gro inh -16, PMI inhibition -12%, XIAP displacement -5.5%, M1AAP inhibition 6% and WT yeast gro inh mutant strain -7.
`Cc1ccccc1Oc1cccc(C(=O)/C(C#N)=C/N(C)C)c1` gave Yfh1-off respiration inactive, human PMI inhibition 1%, LYP phosphatase 8%, P. falciparum M17LAP -125%, TNAP activation fold 1.1, WT yeast gro inh -30, PMI inhibition 8%, XIAP displacement -5.6%, M1AAP inhibition 2% and WT yeast gro inh mutant strain -4.
For CCOc1ccc(CCN2C(=O)C(=O)N([C@H](CCCN(C)Cc3ccccc3)CNCc3ccccc3)C[C@@H]2C(C)C)cc1 the results were Yfh1-off respiration inactive, LYP phosphatase -5%, P. falciparum M17LAP -3% and M1AAP inhibition -4%.
`O=C(CSc1nnc(-c2ccc(O)cc2)n1Cc1ccccc1)NNC(=O)c1ccc(Br)cc1` gave Yfh1-off respiration inactive, human PMI inhibition 9%, LYP phosphatase 2%, P. falciparum M17LAP 21%, TNAP activation fold 2, WT yeast gro inh 4, PMI inhibition -4%, XIAP displacement 0.2%, M1AAP inhibition 0% and WT yeast gro inh mutant strain 1.
O=C(Nc1cccc(F)c1)N1C2CCC1CC(O)(c1cccnc1)C2 (stereo not given) was read as Yfh1-off respiration inactive, human PMI inhibition -9%, LYP phosphatase -9%, P. falciparum M17LAP 15%, TNAP activation fold 1.1, WT yeast gro inh -6, PMI inhibition -12%, XIAP displacement -3.8%, M1AAP inhibition -2% and WT yeast gro inh mutant strain -8.
For O=C(CCl)NCCN1C(=O)S/C(=C\c2cccnc2)C1=O the results were Yfh1-off respiration inactive, human PMI inhibition -3%, LYP phosphatase -8%, P. falciparum M17LAP 33%, TNAP activation fold 0.9, WT yeast gro inh -10, PMI inhibition 10%, XIAP displacement -2.5%, M1AAP inhibition 4% and WT yeast gro inh mutant strain 0.
Cc1ccc(NC(=O)CCNS(=O)(=O)c2ccc3c(c2)oc(=O)n3C)c(C)c1 was read as Yfh1-off respiration inactive, human PMI inhibition 8%, LYP phosphatase -10%, P. falciparum M17LAP 17%, TNAP activation fold 1.1, WT yeast gro inh -10, PMI inhibition 5%, XIAP displacement -2.8%, M1AAP inhibition 3% and WT yeast gro inh mutant strain -16.
Screening CCOc1ccccc1NC(=O)CN(c1ccc(OC)cc1)S(=O)(=O)c1c(C)noc1C returned Yfh1-off respiration inactive, human PMI inhibition 14%, LYP phosphatase 4%, P. falciparum M17LAP -6%, TNAP activation fold 1.1, WT yeast gro inh 23, PMI inhibition 14%, XIAP displacement -2.6%, M1AAP inhibition -2% and WT yeast gro inh mutant strain -19.
For Nc1ccc(C(=O)OCC(=O)c2cccc([N+](=O)[O-])c2)cc1 the results were Yfh1-off respiration inactive, human PMI inhibition 2%, LYP phosphatase -7%, P. falciparum M17LAP -12%, TNAP activation fold 1, WT yeast gro inh -3, PMI inhibition 10%, XIAP displacement -3.1%, M1AAP inhibition -2% and WT yeast gro inh mutant strain -4.
For Cc1ccccc1OCc1nc(-c2ccccc2)no1 the results were Yfh1-off respiration inactive, human PMI inhibition 11%, LYP phosphatase -5%, P. falciparum M17LAP 2%, TNAP activation fold 1.1, WT yeast gro inh 6, PMI inhibition 8%, XIAP displacement -7.8%, M1AAP inhibition -1% and WT yeast gro inh mutant strain -5.

Screens (PubChem)
